# Bioassay records: PubChem BioAssay, The Scripps Research Institute Molecular Screening Center
# TDP2 inh – human TDP2 enzyme inhibitors, primary screen, biochemical, epi absorbance, recombinant enzyme | T5PNP hydrolysis, p-nitrophenol absorbance 415 nm | inhibition, % at 12.8 µM | hit rate 0.34% among 370,000 | AID 720702, 2013;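 active means inhibition above the mean of all tested compounds plus 3 SD, set per campaign, cut at about 25% in these data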;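 further: 0% = DMSO with enzyme and 100% = buffer with substrate but no TDP2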
#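 System: recombinant human TDP2 / Amount: 120 nM TDP2 per well / Also added: 5 mM T5PNP chromogenic substrate / Doses: 12.8 µM single point, 1% DMSO / Incubation: 2 h at 37 °C / Detection: p-Nitrophenol epi absorbance / Evaluation: % inhibition relative to enzyme-containing and enzyme-free wells / Repeats: singlicate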
# Tn6 DDE FP – inhibitors of Tn6 peptide binding to fibrin DD(E), primary screen, biochemical, fluorescence polarization, human fibrin, Tn6 probe; Fibrin DD(E) TRITC-Tn6 fluorescence polarization displacement; AID 720509, 2013; hit rate 0.21% among 370,000; inhibition, % at 8.3 µM;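 active means inhibition above a per-campaign cutoff: mean of compounds within control limits plus 3 SD, cut at about 15% in these data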;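 further: 0% = median of all compound wells on the plate and 100% = blocking peptide control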
# Target sequence (P02675 whole entry, looked up): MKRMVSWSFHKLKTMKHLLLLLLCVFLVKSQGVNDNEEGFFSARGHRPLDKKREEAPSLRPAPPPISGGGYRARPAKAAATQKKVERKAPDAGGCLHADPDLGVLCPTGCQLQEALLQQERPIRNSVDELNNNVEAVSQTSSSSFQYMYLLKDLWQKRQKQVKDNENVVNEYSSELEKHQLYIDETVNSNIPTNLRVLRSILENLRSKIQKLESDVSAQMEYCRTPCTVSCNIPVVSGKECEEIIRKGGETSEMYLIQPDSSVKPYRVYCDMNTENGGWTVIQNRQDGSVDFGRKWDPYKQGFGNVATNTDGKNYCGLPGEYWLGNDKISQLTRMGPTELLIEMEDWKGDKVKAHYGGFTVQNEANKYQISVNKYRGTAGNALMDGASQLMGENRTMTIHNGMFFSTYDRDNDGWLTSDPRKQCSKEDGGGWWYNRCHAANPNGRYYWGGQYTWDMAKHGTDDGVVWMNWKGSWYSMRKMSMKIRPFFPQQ
# KLK7 zymogen act – proKLK7 zymogen activators, primary screen, biochemical, fluorescence intensity; purified proKLK7, EDANS-DABCYL substrate fluorescence; 100% is mature enzyme control, 0% vehicle; hit rate 0.9% among 370,000; activation, % at 7 µM;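 active means activation above the mean of all tested compounds plus 3 SD, computed per campaign excluding outliers beyond control limits, cut at about 13% in these data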
# ADAM10 inh – human ADAM10 inhibitors, primary screen, biochemical, QFRET, HTS; recombinant ADAM10, EDANS/DABCYL FRET peptide cleavage, 3 h; inhibition, % at 7 µM; hit rate 0.62% among 370,000; AID 720582, 2013;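 active means inhibition above a per-campaign cutoff equal to the mean of compounds falling between control-based bounds plus 3 SD, cut at about 20% in these data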;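 further: 0% = DMSO wells while the 100% control is not disclosed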
# ADAM17 inh – ADAM17 inhibitors, primary screen, biochemical, QFRET. Disintegrin and metalloproteinase domain-containing protein 17 (Homo sapiens), P78536. recombinant ADAM17, EDANS/DABCYL FRET peptide cleavage. inhibition, % at 6.95 µM. hit rate 0.83% among 370,000. AID 720648, 2013;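 active means inhibition above the mean of compounds lying between control limits plus 3 SD, set per campaign, cut at about 8.5% in these data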;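 further: 0% = DMSO-only wells as the low control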
# LEDGF integ inh – blockers of LEDGF/p75-dependent integrase strand transfer – biochemical, TR-FRET, high throughput, primary screen | HIV-1 integrase (with human LEDGF/p75) | TR-FRET IN-LEDGF/p75 DNA integration, Eu/Cy5 | inhibition, % at 3.7 µM | hit rate 0.64% among 370,000;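 active means inhibition above the screen-wide mean plus 3 SD, cut at about 13% in these data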;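 further: signal is the Cy5 over europium emission ratio at 671 and 618 nm; 0% = plate median of compound wells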
# Tn7 DDE FP – inhibitors of Tn7 peptide binding to fibrin DD(E), primary screen, biochemical, fluorescence polarization, human fibrin, Tn7 probe; hit rate 0.13% among 370,000; FP displacement of FITC-Tn7 peptide from fibrin DD(E); 0% = median of compound wells per plate; inhibition, % at 8.3 µM; AID 720508, 2013; Fibrinogen beta chain (Homo sapiens), P02675;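 active means inhibition above the mean of compounds falling within the control limits plus 3 SD of them, cut at about 14% in these data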;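 further: 0% = plate median of compound wells and 100% = 10 µM Aha-Tn7 peptide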
#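 Assay system: human fibrin DD(E). Input: DD(E) 2 µM final. Medium: Tris buffer with calcium and detergent, pH 7.8. Compound dosing: single point at 8.3 µM. Timing: 10 min plus 3 h, room temperature. Technique: fluorescence polarization of the labelled Tn7 tracer. Read-out: percent inhibition. Replicates: singlicate testing.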
# ARFGAP1 inhibitor – inhibitors of rat ARFGAP1 GAP activity, primary screen, biochemical, fluorescence polarization, GDP tracer. hit rate 0.26% among 360,000. ADP-ribosylation factor GTPase-activating protein 1 (Rattus norvegicus), Q62848. inhibition, % at 16.5 µM. Arfgap1-stimulated ARF1 GTP hydrolysis, GDP FP detection;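 active means inhibition above a per-plate limit, mean inhibition of low control wells plus 3 SD, cut at about 25% in these data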;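 further: 0% = DMSO wells with enzyme and 100% = wells lacking Arfgap1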
# Target sequence (Q62848 1-136 limits assumed): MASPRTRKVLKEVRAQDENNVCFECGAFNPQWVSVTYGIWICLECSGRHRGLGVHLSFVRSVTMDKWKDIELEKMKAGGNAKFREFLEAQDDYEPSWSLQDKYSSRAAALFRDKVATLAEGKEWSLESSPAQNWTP
#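 Replicates: Single well per compound | Assay system: Truncated rat Arfgap1 GAP domain | Control set: No-Arfgap1 wells (100%) versus DMSO full-reaction wells (0%) | Times: Enzyme reaction 120 min at 25 °C after 20 min preincubation | Reagent: Human ARF1(Δ1-17)-GTP substrate | Measured by: Tracer-displacement fluorescence polarization with EDTA stop, 620/688 nm | Measure: Percent inhibition of Arfgap1-stimulated GTP hydrolysis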
# PLCg1 inh – PLC-gamma1 enzyme inhibitors, primary screen, biochemical, fluorescence, purified enzyme. inhibition, % at 12.2 µM. fluorogenic substrate. 1-phosphatidylinositol 4,5-bisphosphate phosphodiesterase gamma-1 (Homo sapiens), P19174. hit rate 0.84% among 370,000; in the data active means inhibition above about 9.5%
# ASAP1 inh – inhibitors of human ASAP1 ArfGAP activity, primary screen, biochemical, fluorescence polarization; AID 624377, 2012; hit rate 0.19% among 360,000; inhibition, % at 16.5 µM; ASAP1-stimulated ARF1 GTP hydrolysis, GDP FP detection; Arf-GAP with SH3 domain, ANK repeat and PH domain-containing protein 1 (Homo sapiens), …; in the data active means inhibition above about 25%;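 further: 0% = vehicle with enzyme and substrate and 100% = no enzyme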
# Target sequence (Q9ULH1 325-724 limits assumed): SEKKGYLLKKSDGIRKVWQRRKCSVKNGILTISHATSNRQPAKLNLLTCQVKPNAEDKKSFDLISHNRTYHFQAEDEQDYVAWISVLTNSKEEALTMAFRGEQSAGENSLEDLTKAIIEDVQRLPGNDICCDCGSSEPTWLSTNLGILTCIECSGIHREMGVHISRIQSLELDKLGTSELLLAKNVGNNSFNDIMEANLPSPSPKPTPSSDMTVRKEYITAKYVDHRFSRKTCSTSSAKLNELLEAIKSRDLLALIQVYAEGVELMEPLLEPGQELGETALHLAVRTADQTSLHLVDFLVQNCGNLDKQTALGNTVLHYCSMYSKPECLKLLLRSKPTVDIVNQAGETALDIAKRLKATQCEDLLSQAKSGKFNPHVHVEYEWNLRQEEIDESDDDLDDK
# * marks the source's active call; other numbers are inactive results; i = inactive; · = no result given; & = joins results of further samples; ! = repeats disagree.
SMILES,TDP2 inh,Tn6 DDE FP,KLK7 zymogen act,ADAM10 inh,ADAM17 inh,LEDGF integ inh,Tn7 DDE FP,ARFGAP1 inhibitor,PLCg1 inh,ASAP1 inh
O=C(CSC1=NCCS1)Nc1ccc(S(=O)(=O)N2CCCCCC2)cc1,-5,-7,0.2,18,4,-3,0,-3,-2,14
CCn1c(CCNC(=O)c2ccccc2Cl)n[nH]c1=S,2,-2,0.1,1,-2,-2,-1,-5,0,3
Cc1nc2cc(CO)ccc2n1C,-11,11,-1.9,-27,-6,1,-2,2,-3,-3
CCOc1ccc(NC(=O)CN2C(=O)NC3(CCCC3)C2=O)cc1S(=O)(=O)N1CCCCC1,6,1,0.4,-2,-3,-1,-3,-4,0,21
Cc1cc(C)nc(N2CCC(C(=O)NC3CCCc4ccccc43)CC2)n1 (stereo not drawn),-3,7,0.0,-1,-4,-4,13,0,2,5
Cc1c(NS(=O)(=O)c2ccc(Br)cc2)c(=O)n(-c2ccccc2)n1C,5,0,-0.2,1,3,2,1,8,4,3
CC(=O)N1CCc2cc(S(=O)(=O)N3CCOCC3)ccc21,-5,4,-0.1,-1,5,1,-3,4,6,3
Cc1nn(Cc2ccc(C(=O)N3CCCC3)o2)c(C)c1[N+](=O)[O-],-9,0,-0.2,-11,-2,-1,-4,9,2,-3
CCOC(=O)c1sc2nc(CC(=O)OC)nc(NCC(=O)OC)c2c1C,4,2,1.0,-381,-131,-5,13,12,-17,-5
O=C1/C(=C/c2ccc([N+](=O)[O-])cc2)C=C(c2ccccc2)N1c1ccc(O)cc1,-6,7,0.2,5,1,3,-13,0,3,9
CC(=O)OC[C@H]1O[C@@H](O[C@H]2C[C@]3(C)C(C[C@@H](O)C4C([C@]5(C)CC[C@@H](C(C)(C)O)O5)CC[C@]43C)[C@@]3(C)CC[C@H](O)C(C)(C)C23)[C@H](O[C@@H]2O[C@@H](C)[C@H](O)[C@@H](O)[C@H]2O)[C@@H](O)[C@@H]1O (stereo partly drawn),-3,5,0.7,10,2,3,-5,-4,3,8
O=C(N/N=C/C=C/c1ccco1)c1cccc([N+](=O)[O-])c1,4,4,0.9,15,8,-5,3,-4,5,-10
O=C(C1=C(O)C(=O)N(CCc2ccccc2)C1c1ccncc1)c1cc2ccccc2o1 (stereo not drawn),1,-5,0.1,-1,0,-1,-6,-2,-11,-12
COc1ccc(C2=NOC(Cn3nc(C(=O)NCc4cccs4)cc3-c3ccccc3)C2)cc1 (stereo not drawn),11,4,0.2,9,1,-1,4,-6,0,-2
Nc1cccnc1S(=O)(=O)c1ccccc1,1,1,0.0,-41,-14,0,-4,14,-8,6
Cc1cc(S(=O)(=O)Nc2ccc3c(c2)n(C)c(=O)n3C)ccc1F,-4,0,0.1,8,1,1,-5,3,3,0
COc1ccc(N(C)S(=O)(=O)c2c(C)[nH]c(=O)[nH]c2=O)c(OC)c1,-2,2,0.0,-12,-4,5,1,-9,-2,-6
Cc1c(C)c2ccc(OCc3ccc(C(=O)O)o3)c(C)c2oc1=O,-10,0,-1.7,i,-382,-4,3,11,-140,-4
Cc1nc(SCCCSc2n[nH]c(C)n2)n[nH]1,6,1,-0.2,10,-3,-2,5,1,0,4
O=C(c1ccc(F)cc1)C(CCCCCC(CN1CCOCC1)C(=O)c1ccc(F)cc1)CN1CCOCC1 (stereo not drawn),-8,6,-0.2,7,-1,-3,0,10,7,-16
Cc1ccc(C(=O)OC(C(=O)Nc2ccc(Cl)cc2C(F)(F)F)c2ccccc2)cc1 (stereo not drawn),-5,-1,0.6,-1,-5,4,8,5,5,3
CCOC(=O)c1cc2c(=O)n3cccc(C)c3nc2n(CC2CCCO2)c1=NC(C)=O (stereo not drawn),-6&-6,-5&5,15*!,i,-252,6&0,-6&1,-2&-3,-150&-141,-4&-16
COc1cccc(CN(C)C(=O)c2[nH]c(C)c(C(C)=O)c2C)c1OC,12,-1,0.4,-2,-2,1,0,7,-4,-2
CC(C)C(NC(=O)OCc1ccccc1)C(=O)NC1CCCCC1 (stereo not drawn),-8,0,0.4,-4,-5,0,0,2,-2,-14
Cc1ccc(C(C[N+](=O)[O-])Sc2ccc(N)cc2)cc1 (stereo not drawn),12,-1,0.5,4,-2,-3,-4,9,-1,-4
CCCCOCCCN1CC(=O)N2C(C)c3[nH]c4ccccc4c3C[C@H]2C1=O (stereo partly drawn),5,-9,8.4,-4,-8,-3,-6,-8,0,-2
CC(Sc1nnnn1C)C(=O)Nc1ccccc1 (stereo not drawn),3,-5,0.2,-3,0,-1,-5,-2,-4,-1
COCCNC(=O)c1ccc2c(c1)CCN2S(C)(=O)=O,1,-3,-0.6,-22,-10,-4,-2,11,-3,5
COc1ccccc1-c1cnc(C(O)c2c(C)cc(C)cc2C)[nH]1 (stereo not drawn),-5,-14,-0.7,-10,-9,-4,2,8,-2,3
O=c1n(CC2CO2)c(=O)n(CC2CO2)c(=O)n1CC1CO1 (stereo not drawn),1,2,0.2,-10,-2,-3,3,3,2,5
COc1ccc(/C=C(\NC(=O)c2ccccc2)C(=O)NCCN2CCOCC2)cc1OC,-15,-4,0.2,5,3,-1,1,3,2,-8
O=C(c1cccc(C(F)(F)F)c1)N1CC[C@H]2[C@H](CCCN2Cc2cc(F)cc(F)c2)C1,12,1,0.2,-3,-1,86*,7,·,-2,·
O=C(COC(=O)CCc1nc2ccccc2s1)Nc1cccc(S(=O)(=O)N2CCOCC2)c1,-8,-1,0.0,4,3,0,-8,13,11*,4
CC(C)CC(NS(=O)(=O)OCC(Cl)(Cl)Cl)c1ccccc1 (stereo not drawn),-8,-3,-0.5,20*,4,4,-6,8,-2,-8
N#CCOC(=O)[C@H](Cc1c[nH]c2ccccc12)NS(=O)(=O)c1ccc(Cl)cc1,-7,4,0.4,1,-3,-4,7,10,-8,7
CC(C)c1onc(C(=O)N2CCC(C(N)=O)CC2)c1[N+](=O)[O-],11,3,-0.4,-4,-11,2,-3,-5,-1,1
CCOc1ccc(NC(=O)c2cc(S(=O)(=O)N3CCCCC3)c[nH]2)cc1,7,-4,1.9,-7,-5,-3,6,-4,0,1
Cc1ccc(OCc2nnc(SCC(=O)N3c4ccccc4Sc4ccc(Cl)cc43)o2)cc1,0,-12,0.1,0,-1,-1,4,14,-2,5
COC(=O)[C@H](Cc1ccccc1)NC(=O)Nc1ccc(S(N)(=O)=O)cc1,3,-3,0.0,1,1,3,-6,7,0,8
COCCCNC(=O)c1c(N)n(-c2cccc(S(N)(=O)=O)c2)c2nc3ccccc3nc12,5,-2,20*,i,i,0,-3,3,i,-5
CC(C)(C)N=Cc1cc(-c2ccccc2)sc1O,-5,-2,0.2,-7,-2,-6,3,6,1,-5
COc1ccc(CNC(=O)COC(=O)c2cc(-c3ccc(Cl)s3)nc3ccccc23)cc1,-1,-2,-1.1,-41,-17,-2,0,6,-23,-8
O=C(COC(=O)c1ccc(S(=O)(=O)N2CCCC2)cc1)Nc1ccc(N2CCOCC2)cc1,-2,-9,0.5,-5,-4,0,1,5,0,-3
CCOc1ccc(NC(=O)Nc2cc(C(C)C)ccc2C)cc1,2,-6,0.2,5,-5,3,-4,0,1,6
CC1(C(=O)NS(=O)(=O)c2ccc(Cl)s2)CCN1C(=O)Cc1ccc(Cl)cc1Cl (stereo not drawn),4,-1,-0.1,-9,0,2,0,-10,0,2
O=c1[nH]c(C2CC2)nc2sc3c(c12)CCCC3,0,-2,0.0,1,-3,0,-2,-4,-1,-6
O=C(NC12CC3CC(CC(C3)C1)C2)N1CCN(c2nc(-c3ccccc3)cs2)CC1,-2,7,0.5,4,-3,0,4,2,1,4
Cc1ccc(NC(=O)c2ccccc2NS(=O)(=O)c2ccc(F)cc2)cc1S(=O)(=O)N1CCCCC1,-10,1,0.8,-31,-15,-2,-7,1,-37,13
CCOc1ccc(/C=C/C(=O)OCC(=O)Nc2cccc(S(=O)(=O)N3CCCC3)c2)cc1,-8,-12,-2.5,8,4,0,8,12,-5,-3
CCN(C(=O)COC(=O)c1cc(S(=O)(=O)N(C)C)ccc1Cl)C1CCS(=O)(=O)C1 (stereo not drawn),-5,1,-0.3,-5,-3,-2,-1,-3,-3,-1
# Following part.
SMILES,TDP2 inh,Tn6 DDE FP,KLK7 zymogen act,ADAM10 inh,ADAM17 inh,LEDGF integ inh,Tn7 DDE FP,ARFGAP1 inhibitor,PLCg1 inh,ASAP1 inh
CC(C)Oc1ccc2ccccc2c1C=O,-11,4,0.2,4,0,-1,1,-3,-2,-2
Cc1ccc(C(=O)N2N=C(c3ccc(NS(C)(=O)=O)cc3)CC2c2cccs2)cc1 (stereo not drawn),4,2,-0.4,6,2,-1,9,0,-10,-5
Cc1cccnc1NC(=O)CNC(=O)c1cccs1,1,-1,-0.7,-5,-7,3,1,9,0,-9
CC(C)(CN1CCN(C(c2ccccc2)c2ccccc2)CC1)NS(=O)(=O)c1ccccc1,-6,2,-0.6,7,2,0,1,-1,2,7
N#Cc1c(-c2ccco2)cc(-c2ccc(F)cc2)nc1N,0,2,-2.0,i,i,-1,-5,-13,-349,8
COCCN(C(=O)CSc1nnc(-c2ccc(F)cc2)n1N)c1c(N)n(CC(C)C)c(=O)[nH]c1=O,-7,-2,0.5,5,3,1,-8,7,1,7

# Profiles as entered above. Order of values: TDP2 inh	Tn6 DDE FP	KLK7 zymogen act	ADAM10 inh	ADAM17 inh	LEDGF integ inh	Tn7 DDE FP	ARFGAP1 inhibitor	PLCg1 inh	ASAP1 inh
# Cc1cccnc1NC(=O)CNC(=O)c1cccs1 across the screens: 1	-1	-0.7	-5	-7	3	1	9	0	-9
# CC(C)Oc1ccc2ccccc2c1C=O across the screens: -11	4	0.2	4	0	-1	1	-3	-2	-2
